# Screening data deposited in PubChem by several laboratories.
# ABHD5 PLIN5 PPI: ABHD5-PLIN5 interaction inhibitors, primary screen, cell lysate, split luciferase complementation, luminescence | AID 602281, 2012 | Split G. princeps luciferase complementation, 4 h | 360,000 compounds, 0.78% hits | inhibition, % at 4 µM | Perilipin-5 (Homo sapiens) + 1-acylglycerol-3-phosphate O-acyltransferase ABHD5 (Homo …;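 active = inhibition above the mean inhibition across every tested compound plus 3 SD, cut at about 22% in these data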;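 also: 0% = DMSO only wells and the 100% control is not disclosed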
# NOD2 RIPK2 PPI: NOD2-RIPK2 binding disruptors in cells, primary screen, fluorescence, CHO cells, BLA complementation. Receptor-interacting serine/threonine-protein kinase 2 (Homo sapiens), O43353. CCF4 ratio. inhibition, % at 4.98 µM. 360,000 compounds, 0.38% hits; in the data active = inhibition above about 21%;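 also: 0% = vehicle only and 100% = reference blocker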
# ABCB6 inh 2: ABCB6 transporter inhibitors, primary screen, K562-ABCB6 cells, flow cytometry, MLPCN library; ATP-binding cassette sub-family B member 6 (Homo sapiens), Q9NP58; K562-ABCB6 porphyrin accumulation, 1 h; hits give low values; fluorescence ratio to DMSO, % at 10 µM; 360,000 compounds, 0.19% hits; AID 602162, 2011;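 active = fluorescence ratio to DMSO below 75%, the collection mean minus 3 SD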;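 also: signal is porphyrin accumulated inside mitochondria; 100% equals median channel fluorescence of DMSO control wells; lower ratio means ABCB6 inhibition with less porphyrin fluorescence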
# MC4R antagonist: MC4R antagonists of cAMP signaling, primary screen, cell-based, TR-FRET, antagonist arm of biased-ligand search; Melanocortin receptor 4 (Homo sapiens), P32245; MC4R-expressing cells, MTII-stimulated cAMP, LANCE TR-FRET; inhibition, % at 6.5 µM; 360,000 compounds, 0.48% hits;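 active = inhibition above its plate's cutoff, the mean of tested wells on that plate plus 3 SD, cut at about 29% in these data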;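 also: 0% = Melanotan II alone and 100% = Melanotan II plus saturating MCL0020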
#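 Test system: U2OS cells stably expressing human melanocortin 4 receptor (MC4R); also added: Melanotan II challenge; compound: 6.5 µM single dose; timing: 30-min compound preincubation, 1-h Melanotan II challenge, 1-h detection, room temperature; signal: Eu-cAMP/anti-cAMP TR-FRET, emission 671 nm; repeats: one well per compound, no replicates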
# MC4R ag barr: MC4R agonists recruiting beta-arrestin, primary screen, cell-based, luminescence, agonist arm of biased-ligand search. U2OS MC4R beta-arrestin complementation; percent of melanotan II response, DMSO zero. AID 540308, 2011. activation, % at 8.9 µM. 360,000 compounds, 0.98% hits;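 active = activation above a per-plate cutoff, the mean activation of sample wells on that plate plus 3 SD, cut at about 8% in these data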
# Cardio protect: cardioprotection against H2O2-induced cell death, primary screen, uHTS, H9c2 cells, ATPLite luminescence; 360,000 compounds, 0.63% hits; protection from H2O2 cell death, % at 20 µM; H9c2 cardiomyocytes, H2O2 injury protection, 2 h; AID 588492, 2011;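 active = compounds giving at least 50% protection of heart cells from peroxide-induced death in the single-dose screen, raw or plate-pattern-corrected value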;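 also: 0% = DMSO wells with peroxide and 100% = DMSO wells without peroxide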
# NCOA2 inhibitor: inhibition of GAL4-SRC2 driven luciferase reporter, primary screen, SRC2 inhibitor project, cell-based, luminescence; HEK293 GAL4-SRC2 luciferase reporter; inhibition, % at 9 µM; 370,000 compounds, 0.17% hits; AID 651957, 2012;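 active = inhibition above the mean inhibition of all tested compounds plus 3 SD, set per campaign, cut at about 52% in these data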;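 also: 0% = DMSO treated cells and 100% = cells given Gossypol at 36 µM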
# m5-HT2A agonist: mouse Htr2a agonists via beta-arrestin recruitment, primary screen, cell-based, luminescence | 5-hydroxytryptamine receptor 2A (Mus musculus), P35363 | CHO-K1 mHTR2A beta-arrestin complementation; percent of 30 µM serotonin response | activation, % at 7.6 µM | 360,000 compounds, 0.66% hits | AID 624169, 2012;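 active = activation above a run cutoff, the mean activation of all tested compounds plus 3 SD, cut at about 14% in these data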;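 also: 0% = plate median of compound wells and 100% = 30 µM serotonin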
# TLR9-MyD88 block: inhibitors of TLR9-MyD88 association in cells, primary screen, cell-based, CHO, BLA complementation, fluorescence | 340,000 compounds, 0.21% hits | Toll-like receptor 9 (Homo sapiens) + Myeloid differentiation primary response protein … | CCF4 FRET ratio | inhibition, % at 4.98 µM | AID 504734, 2011;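 active = inhibition above the mean over all tested compounds plus 3 SD, cut at about 21% in these data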;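 also: 0% = DMSO only wells and 100% = clavulanate BLA inhibitor control wells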
# Target sequence (Q99836 whole entry, looked up): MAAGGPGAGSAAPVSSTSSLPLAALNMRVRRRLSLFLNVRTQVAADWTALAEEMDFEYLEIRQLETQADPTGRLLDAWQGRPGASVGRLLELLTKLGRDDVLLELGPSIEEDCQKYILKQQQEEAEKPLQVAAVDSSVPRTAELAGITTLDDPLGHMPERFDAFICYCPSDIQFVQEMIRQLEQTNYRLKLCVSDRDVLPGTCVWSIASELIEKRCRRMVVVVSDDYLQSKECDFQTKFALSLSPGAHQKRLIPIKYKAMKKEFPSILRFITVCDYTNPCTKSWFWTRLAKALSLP
# Target sequence (Q9NR96 whole entry, looked up): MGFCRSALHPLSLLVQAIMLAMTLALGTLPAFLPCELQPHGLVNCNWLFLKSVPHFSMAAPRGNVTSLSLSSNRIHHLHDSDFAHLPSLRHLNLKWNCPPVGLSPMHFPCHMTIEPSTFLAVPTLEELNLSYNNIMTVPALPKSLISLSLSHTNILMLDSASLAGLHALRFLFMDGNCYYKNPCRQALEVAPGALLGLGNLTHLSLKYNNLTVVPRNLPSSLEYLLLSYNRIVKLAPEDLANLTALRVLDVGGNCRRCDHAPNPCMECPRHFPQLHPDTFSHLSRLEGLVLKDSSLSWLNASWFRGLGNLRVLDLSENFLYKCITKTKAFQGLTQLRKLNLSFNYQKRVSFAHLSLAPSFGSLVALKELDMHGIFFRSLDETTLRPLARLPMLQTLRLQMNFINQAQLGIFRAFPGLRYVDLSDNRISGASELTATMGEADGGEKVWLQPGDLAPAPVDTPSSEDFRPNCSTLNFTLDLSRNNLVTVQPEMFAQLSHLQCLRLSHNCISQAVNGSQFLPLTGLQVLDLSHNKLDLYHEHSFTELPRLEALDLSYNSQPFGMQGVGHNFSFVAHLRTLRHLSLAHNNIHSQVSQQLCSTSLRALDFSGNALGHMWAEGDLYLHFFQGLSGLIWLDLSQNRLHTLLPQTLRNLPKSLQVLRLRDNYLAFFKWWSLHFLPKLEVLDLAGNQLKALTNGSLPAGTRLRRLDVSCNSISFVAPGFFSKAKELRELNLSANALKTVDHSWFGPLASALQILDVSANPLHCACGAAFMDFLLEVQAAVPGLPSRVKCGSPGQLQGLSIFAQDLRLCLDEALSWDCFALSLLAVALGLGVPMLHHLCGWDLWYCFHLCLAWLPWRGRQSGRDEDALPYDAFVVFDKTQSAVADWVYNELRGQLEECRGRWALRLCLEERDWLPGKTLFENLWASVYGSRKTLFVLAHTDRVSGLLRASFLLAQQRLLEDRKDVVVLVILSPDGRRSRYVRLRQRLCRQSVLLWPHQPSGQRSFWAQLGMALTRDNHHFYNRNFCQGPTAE
# N-glyco inh: increase of ERlucT glycosylation luciferase signal, primary screen, N-linked glycosylation inhibitor project, D54 ERlucT cells, luminescence, set 2; D54 ERlucT glycosylation luciferase reporter, 24 h; percent of 100 nM tunicamycin response; reporter increase, % at 12.5 µM; 360,000 compounds, 0.23% hits; AID 588692, 2011;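 active = mean luciferase reporter signal, scaled so untreated is 0 and the glycosylation-blocking control 100, at or above a set limit in every replicate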;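 also: luciferase carries N-glycosylation sites so blocking glycosylation raises the light; 0% = median of neutral control wells and 100% = median of 100 nM tunicamycin wells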
# Starred values were filed as active, the others as inactive; · = not tested or not shown. A portion of the library. The share of hits here may be higher or lower than overall.
# Keys: A = ABHD5 PLIN5 PPI; B = NOD2 RIPK2 PPI; C = ABCB6 inh 2; D = MC4R antagonist; E = MC4R ag barr; F = Cardio protect; G = NCOA2 inhibitor; H = m5-HT2A agonist; I = TLR9-MyD88 block; J = N-glyco inh
CN(CC(=O)Nc1ccccc1Br)C(=O)c1cccc(S(=O)(=O)N2CCc3ccccc32)c1
  A = -2; B = 2; C = 96; D = 4; E = 0.7; F = -5; G = 14; H = -3; I = -2; J = -7
CCOC(=O)c1c(N)sc2c1CCS(=O)(=O)C2
  A = -1; B = -6; C = 105; D = 2; E = -1.2; F = 1; G = -9; H = -1; I = -2; J = -1
O=C(N1CCOCC1)N1CCN(c2ccccc2F)CC1
  A = -1; B = 5; C = 102; D = -3; E = 1.2; F = -2; G = 19; H = 7; I = -6; J = 1
COc1ccc(-c2csc(Cc3nnc(N4CCOCC4)n3-c3ccccc3)n2)cc1
  A = 6; B = -4; C = 96; D = 15; E = -3.0; F = -5; G = -4; H = 5; I = -4; J = 0
N=c1c(S(=O)(=O)c2ccc(Cl)cc2)cc2c(=O)n3ccccc3nc2n1C1CCCC1
  A = -1; B = -14; C = 97; D = -14; E = -1.9; F = -6; G = 7; H = -2; I = -1; J = -5
CCN(CC(=O)Nc1ccc(NC(C)=O)cc1)C(=O)c1cccc(S(=O)(=O)N2CCCC2)c1
  A = 12; B = 2; C = 99; D = 4; E = -0.3; F = 2; G = -9; H = 0; I = -5; J = 2
O=C(CN1C(=O)c2ccccc2S1(=O)=O)NCc1ccccn1
  A = 2; B = -2; C = 98; D = 5; E = -1.4; F = -5; G = -16; H = -3; I = 3; J = 2
CCOC(=O)c1c(-c2ccc(C)o2)csc1NC(=O)CN1CCCCC1
  A = -13; B = 1; C = 94; D = 18; E = -3.7; F = -28; G = 2; H = -1; I = 2; J = -3
CCOC(=O)N1CCN(C(=O)CCc2ccc(S(=O)(=O)NCCc3ccccc3)cc2)CC1
  A = 1; B = -5; C = 98; D = 2; E = 1.6; F = -6; G = -8; H = 3; I = 0; J = -5
Cc1c(C(c2ccc(N(C)C)cc2)c2c(C)n(C)n(-c3ccccc3)c2=O)c(=O)n(-c2ccccc2)n1C
  A = 7; B = -1; C = 106; D = -10; E = 1.1; F = -10; G = 27; H = 3; I = -11; J = -1
O=C(c1cccs1)N1CCCC(c2nc3c(nnn3Cc3cccc(Cl)c3)c(=O)[nH]2)C1 (configuration not stated)
  A = 8; B = -2; C = 95; D = 7; E = 0.0; F = 1; G = -6; H = -11; I = -8; J = 2
c1ccc(Cn2nnnc2C(c2ccccc2)N2CCN(c3nc4ccccc4s3)CC2)cc1 (configuration not stated)
  A = -3; B = 5; C = 97; D = 11; E = -0.7; F = 2; G = -8; H = 5; I = -16; J = 0
O=C1CCN(Cc2ccccc2)CCN1[C@H](CSc1ccccc1)Cc1ccccc1
  A = -3; B = 6; C = 96; D = 0; E = -0.8; F = 4; G = 5; H = -6; I = -5; J = -6
CSCc1ccc(C(=O)OCc2nc3ccccc3s2)o1
  A = -7; B = 5; C = 105; D = 14; E = -1.7; F = -3; G = -72; H = -2; I = 3; J = -2
OCCNc1nc2ccccc2n1-c1ncnc2sc3c(c12)CCC3
  A = 7; B = -7; C = 93; D = -4; E = 1.1; F = -21; G = 2; H = 12; I = -9; J = -2

# Looked up by structure from above, four records:
# Keys: A = ABHD5 PLIN5 PPI; B = NOD2 RIPK2 PPI; C = ABCB6 inh 2; D = MC4R antagonist; E = MC4R ag barr; F = Cardio protect; G = NCOA2 inhibitor; H = m5-HT2A agonist; I = TLR9-MyD88 block; J = N-glyco inh
Cc1c(C(c2ccc(N(C)C)cc2)c2c(C)n(C)n(-c3ccccc3)c2=O)c(=O)n(-c2ccccc2)n1C
  A = 7; B = -1; C = 106; D = -10; E = 1.1; F = -10; G = 27; H = 3; I = -11; J = -1
O=C(N1CCOCC1)N1CCN(c2ccccc2F)CC1
  A = -1; B = 5; C = 102; D = -3; E = 1.2; F = -2; G = 19; H = 7; I = -6; J = 1
O=C(CN1C(=O)c2ccccc2S1(=O)=O)NCc1ccccn1
  A = 2; B = -2; C = 98; D = 5; E = -1.4; F = -5; G = -16; H = -3; I = 3; J = 2
OCCNc1nc2ccccc2n1-c1ncnc2sc3c(c12)CCC3
  A = 7; B = -7; C = 93; D = -4; E = 1.1; F = -21; G = 2; H = 12; I = -9; J = -2

# Continued:
# Keys: A = ABHD5 PLIN5 PPI; B = NOD2 RIPK2 PPI; C = ABCB6 inh 2; D = MC4R antagonist; E = MC4R ag barr; F = Cardio protect; G = NCOA2 inhibitor; H = m5-HT2A agonist; I = TLR9-MyD88 block; J = N-glyco inh
COCCN(Cc1cc2cc(C)cc(C)c2nc1Cl)C(=O)Nc1ccccc1
  A = -3; B = -5; C = 100; D = -12; E = -1.9; F = 0; G = -1; H = -1; I = 3; J = 23
C#CCN(C[C@H]1[C@H](OC(=O)Nc2cccs2)[C@H](OC(=O)Nc2cccs2)C[C@H]2C(=O)N(c3ccccc3)C(=O)[C@@H]12)S(=O)(=O)c1ccc(C)cc1
  A = 9; B = 9; C = 97; D = 6; E = -0.5; F = 13; G = 12; H = 0; I = -12; J = 1
COc1cc2c(cc1OC)CN(C(=O)CN(C)S(=O)(=O)c1ccc(NC(C)=O)cc1)CC2
  A = 8; B = 0; C = 97; D = 1; E = 3.0; F = 2; G = -35; H = 1; I = 0; J = 1
O=C(COc1ccc(Cl)cc1Cl)N(Cc1ccco1)C1CCS(=O)(=O)C1 (configuration not stated)
  A = 1; B = 0; C = 101; D = 19; E = 0.2; F = 5; G = -5; H = 1; I = -5; J = -1
Cc1cc(/C=C2\SC(=S)N(Cc3ccco3)C2=O)c(C)n1-c1ccccc1
  A = 7; B = -1; C = 149; D = -1; E = -1.7; F = -11; G = -19; H = -5; I = -1; J = -18
COc1ccccc1OCCNC(=O)Nc1ccc(Br)cc1
  A = -1; B = -3; C = 94; D = 3; E = -0.5; F = -4; G = -8; H = -3; I = -7; J = 0
Cc1ccc(C)c(S(=O)(=O)N2CCCOC2CNC(=O)C(=O)NCCCn2ccnc2)c1 (configuration not stated)
  A = -2; B = -5; C = 98; D = 11; E = 0.6; F = 0; G = 5; H = 1; I = 2; J = 0
Cc1nnc2sc(SCC(=O)Nc3ccc(Br)cc3)nn2c1=O
  A = 3; B = 1; C = 100; D = 26; E = -0.4; F = 2; G = 21; H = -6; I = -4; J = 6
COc1ccc(NC(=O)C(C)Sc2ccccc2)cc1 (configuration not stated)
  A = -2; B = 1; C = 100; D = 1; E = -1.8; F = 3; G = -26; H = 2; I = 2; J = -2
COc1ccc(C)cc1NC(=S)NC(C)c1ccc(OC)c(OC)c1 (configuration not stated)
  A = -2; B = -1; C = 116; D = 9; E = 0.8; F = -13; G = 7; H = 1; I = -10; J = -4
COc1ccc(CCNC(=O)Nc2cccc([N+](=O)[O-])c2)cc1OC
  A = -4; B = -2; C = 104; D = 4; E = 0.8; F = 2; G = -3; H = -3; I = -2; J = 2
COC(=O)[C@@H](NC(=O)CCc1nnc(-c2ccsc2)o1)C(C)C
  A = -6; B = -1; C = 97; D = 8; E = -1.6; F = -4; G = 2; H = -1; I = -7; J = 2
Cc1nn2c(-c3ccccc3)ccnc2c1-c1ccccc1
  A = -6; B = -2; C = 98; D = -3; E = -0.5; F = -15; G = -67; H = -9; I = -5; J = -2
COCCNC(=O)c1sc(=O)n(Cc2ccc(SC)cc2)c1C
  A = 0; B = 4; C = 102; D = 15; E = 1.0; F = 7; G = -12; H = 0; I = ·; J = 1
CCOc1ccc(S(=O)(=O)N/N=C\c2ccc3c(c2)OCO3)cc1
  A = 6; B = -8; C = 94; D = 0; E = 4.7; F = -12; G = -15; H = 10; I = 0; J = ·
CC1CCC(NCCNC(=O)c2ccco2)CC1 (configuration not stated)
  A = -4; B = 2; C = 98; D = 14; E = -0.4; F = 6; G = 23; H = -5; I = -1; J = -3
CCn1c(CNC(=O)c2cccc(C)c2)nc2ccccc21
  A = 8; B = -1; C = 95; D = 9; E = -1.4; F = 10; G = 0; H = -3; I = -1; J = 0
Cc1ccc2nc(C(F)(F)F)c(C#N)c(N)c2c1
  A = 4; B = 4; C = 82; D = -18; E = -0.8; F = 9; G = 54*; H = -1; I = 0; J = -1
CN(c1ccccc1C(=O)Nc1ccc2ccccc2c1)S(C)(=O)=O
  A = 2; B = -4; C = 92; D = 5; E = -2.1; F = 1; G = 9; H = -7; I = ·; J = 0
COc1cc(NS(=O)(=O)c2ccc(NC(=O)/C=C/c3ccc([N+](=O)[O-])cc3)cc2)ncn1
  A = 3; B = -7; C = 103; D = 3; E = -0.5; F = 0; G = 4; H = 0; I = -2; J = 2
CCOC(=O)COc1c(Br)cc(/C=C2\SC(=O)N(CC(=O)N3CCCC3)C2=O)cc1OC
  A = 4; B = 7; C = 100; D = 25; E = -0.1; F = 4; G = 4; H = 5; I = -4; J = 3
Cc1nc(N/N=C/c2ccc(Br)cc2)cc(N2CCOCC2)n1
  A = 3; B = 9; C = 97; D = 11; E = 8.3*; F = 19; G = -11; H = -4; I = -7; J = -2
COc1ccccc1NC(=O)C1CCN(C(=O)c2ccc(C(C)(C)C)cc2)CC1
  A = 15; B = 6; C = 96; D = -5; E = 4.7; F = 3; G = -24; H = 4; I = 1; J = 2
CCOc1ccc(NS(=O)(=O)c2ccc(OC)c(C)c2)cc1
  A = -3; B = 0; C = 104; D = 1; E = 1.0; F = -12; G = 14; H = 2; I = 6; J = -1
CCC(C(=O)Nc1ccc(S(=O)(=O)Nc2ncccn2)cc1)c1ccccc1 (configuration not stated)
  A = -2; B = -4; C = 102; D = -2; E = 1.3; F = -3; G = -15; H = 3; I = -11; J = 3
Cc1ccc(-n2c(SCC(=O)NCc3ccc4c(c3)OCO4)nnc2-c2cccnc2)c(C)c1
  A = -1; B = 8; C = 113; D = -3; E = -0.6; F = 0; G = -12; H = 1; I = 8; J = 0
S=c1nccc(-c2ccc(Cl)cc2)[nH]1
  A = -5; B = -3; C = 97; D = 1; E = 0.0; F = 1; G = -15; H = 2; I = ·; J = 2
